Screens: PubChem, several laboratories
TNAP inh noacc: inhibitors of human TNAP without phosphate acceptor. inhibition, % at 20 µM. P05186. 200,000 tested, 0.26% active. purified TNAP, CDP-star luminescence, 30 min. AID 1012;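 active means tissue-nonspecific alkaline phosphatase inhibition above about 50% at 20 µM in the single-dose screen, limit read from the data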;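 further: 0% = DMSO negative control and 100% = EDTA positive control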
Target sequence (P05186 whole entry, looked up): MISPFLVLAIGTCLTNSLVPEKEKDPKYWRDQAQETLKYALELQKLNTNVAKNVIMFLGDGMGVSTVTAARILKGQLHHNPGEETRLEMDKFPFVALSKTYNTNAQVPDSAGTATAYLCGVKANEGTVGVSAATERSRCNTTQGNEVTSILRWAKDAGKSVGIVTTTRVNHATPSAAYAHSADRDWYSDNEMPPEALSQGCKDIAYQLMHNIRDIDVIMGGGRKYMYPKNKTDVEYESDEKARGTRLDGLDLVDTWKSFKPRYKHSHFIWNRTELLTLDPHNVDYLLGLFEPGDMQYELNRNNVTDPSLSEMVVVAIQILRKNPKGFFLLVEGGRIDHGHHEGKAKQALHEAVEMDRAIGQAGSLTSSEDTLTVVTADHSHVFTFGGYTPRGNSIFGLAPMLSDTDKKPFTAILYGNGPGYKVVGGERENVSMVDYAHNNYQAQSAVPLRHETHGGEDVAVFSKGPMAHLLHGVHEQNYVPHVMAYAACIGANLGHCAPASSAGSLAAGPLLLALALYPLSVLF
bIAP act: intestinal alkaline phosphatase (bovine) activation; purified bovine IAP, CDP-star luminescence, 30 min; hits give high values; fold of DMSO-control signal, blank-subtracted; AID 1016; 200,000 tested, 0.17% active; activation factor at 20 µM;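 active means activation factor of 2 or more at 20 µM, a signal rise over negative controls twice the positive control's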
TNAP act hiacc: TNAP (human) activation, high acceptor. P05186. purified TNAP, CDP-star luminescence, 1 M DEA, 30 min; hits give high values; 0 = EDTA background, 1 = DMSO-only activity. activation factor at 20 µM. 200,000 tested, under 10 active;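 active means activation factor at least 2 at 20 µM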
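Assay system: human TNAP; Input: enzyme diluted 1/800 final; Reagent: CDP-star luminogenic substrate at 100 µM final; Timing: 30 min, room temperature; Signal: luminescence; Evaluation: TNAP activation factor scaled between EDTA and DMSO control wells.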
bIAP inhibitor: intestinal alkaline phosphatase (bovine) inhibition | purified bovine IAP, CDP-star luminescence, 30 min | inhibition, % at 20 µM | 190,000 tested, under 10 active | AID 1019;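 active means over 50% inhibition of intestinal alkaline phosphatase at 20 µM in the single-dose screen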
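Assay system: bovine IAP enzyme; medium: DEA buffer 100 mM, pH 9.8, with MgCl2 1.0 mM, ZnCl2 0.02 mM; doses: 20 µM single dose; incubation: enzyme reaction for 30 min at room temperature; detection: CDP-star luminescence signal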
TNAP inh hi DEA: TNAP (human) inhibition, high acceptor; purified TNAP, CDP-star luminescence, 1 M DEA; inhibition, % at 20 µM; 200,000 tested, 0.03% active; AID 1135;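 active means over 50% inhibition of tissue-nonspecific alkaline phosphatase at 20 µM in the single-dose screen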;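 further: plate controls were DMSO wells for no effect and EDTA-quenched wells as full inhibition for full effect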
Diaph inh CS: inhibits diaphorase or chemically oxidizes, flagging diaphorase assay artifacts; inhibition, % at 20 µM; 190,000 tested, 0.69% active; diaphorase resazurin-to-resorufin fluorescence, NADH, 16 min; bacterial (C. kluyveri) enzyme, not human; AID 1217;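 active means primary screen inhibition at 20 µM above a set limit, cut at about 50% in these data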;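 further: plate controls were DMSO with full reaction for no effect and wells lacking NADH for full effect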
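Test system: bacterial diaphorase enzyme (C. kluyveri); Quantity: 0.14 U/mL diaphorase, enzyme working solution; Times: reaction incubation of 16 min at room temperature; Measured by: fluorescence of resorufin formed from resazurin, Ex 544/Em 590 nm; Benchmarks: positive control minus NADH, DMSO neutral control.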
PMI act hi M6P: PMI (human) activation, high substrate; P34949; coupled PMI enzyme assay, resazurin fluorescence, 20 min; hits give high values; 1 = untreated enzyme, 0 = substrate-free blank; activation factor at 20 µM; 190,000 tested, 0.34% active;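 active means activation factor of 2 or more at 20 µM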
Target sequence (P34949 whole entry, looked up): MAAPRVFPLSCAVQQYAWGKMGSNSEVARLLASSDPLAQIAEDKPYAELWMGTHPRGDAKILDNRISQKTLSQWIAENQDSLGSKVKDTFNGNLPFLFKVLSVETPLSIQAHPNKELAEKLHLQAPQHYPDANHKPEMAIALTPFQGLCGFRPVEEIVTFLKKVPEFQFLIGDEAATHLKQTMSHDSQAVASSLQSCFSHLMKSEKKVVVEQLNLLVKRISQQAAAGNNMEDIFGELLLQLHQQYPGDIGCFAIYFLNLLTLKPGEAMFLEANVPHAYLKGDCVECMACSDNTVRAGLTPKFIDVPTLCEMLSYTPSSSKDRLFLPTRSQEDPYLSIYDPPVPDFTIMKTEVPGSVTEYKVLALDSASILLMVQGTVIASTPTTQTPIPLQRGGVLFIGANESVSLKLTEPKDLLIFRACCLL
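Test system: human phosphomannose isomerase with PGI, G6PDH, diaphorase coupling enzymes / Doses: 20 µM compound, 1% DMSO / Times: enzyme reaction with compound 20 min at room temperature / Measured by: Diaphorase-driven resazurin-to-resorufin fluorescence, excitation 544, emission 590 nm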
PMI act: increases human mannose-6-phosphate isomerase activity; purified human PMI, coupled resazurin fluorescence, 20 min; hits give high values; 1 = vehicle control, 0 substrate-free wells; activation factor at 20 µM; 190,000 tested, 0.005% active;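 active means activation factor of 2 or more at 20 µM, relative to plate controls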
Diaph act CS: diaphorase activation or chemical reduction counter-screen. Diaphorase/resazurin coupled assay, resorufin fluorescence, 16 min; hits give high values; 1 = vehicle wells, 0 = NADH-free wells. activation factor at 20 µM. 190,000 tested, 0.005% active. AID 1229;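 active means diaphorase activity raised at least twofold by the compound at 20 µM; inactive means activation factor below 2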
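Measured by – red resorufin fluorescence at 544/590 nm excitation/emission · Test system – Clostridium kluyveri diaphorase, purified enzyme · Incubation – reaction time 16 min, room temperature · Buffer or medium – 50 mM HEPES pH 7.4 with 4.542 mM MgCl2, 0.005% Tween 20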
Lmaj promast: Leishmania major promastigote growth inhibition | Leishmania major promastigotes, resazurin fluorescence viability | AID 1063 | inhibition, % at 10 µM | 200,000 tested, 9% active; in the data active means inhibition above about 50%;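 further: promastigotes grown with compound for 44 hours at 28 °C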
The depositor's hits bear a star; nt = not tested or not shown.

Values run as follows: TNAP inh noacc	bIAP act	TNAP act hiacc	bIAP inhibitor	TNAP inh hi DEA	Diaph inh CS	PMI act hi M6P	PMI act	Diaph act CS	Lmaj promast
- CCNC(=O)CN(c1ccc(C)cc1)S(=O)(=O)c1ccc(SC)cc1
→ -17	1	1.1	1	-6	21	0.8	0.8	0.8	18
- CC(CNS(=O)(=O)c1ccccc1)(c1ccccc1)N1CCOCC1 (configuration not stated)
→ -8	0.7	1	29	2	1	0.9	0.9	1	-1
- COc1ccc(-c2cc(-c3ccccc3)nc3ncnn23)cc1
→ -11	0.9	1	8	-4	12	1	1	0.9	28
- CCCCN1C(=O)Nc2ccccc2S1=O (configuration not stated)
→ 0	1.1	1	-9	-1	6	1	1	0.9	-3
- O=C(NCC1CCCO1)c1ccc2c(=O)n(Cc3ccc(Cl)cc3)c(=S)[nH]c2c1 (configuration not stated)
→ 0	1.1	1	-13	-1	8	0.9	1.1	0.9	0
- Cc1ccnc(NC(=O)Cn2ccc([N+](=O)[O-])n2)c1
→ -8	1	1	-3	-3	6	1.1	1.1	0.9	6
- Cc1ncc(CO)c(/C=N/N=C/c2ccccc2O)c1O
→ -5	0.9	1	14	0	4	1	1.1	1	-7
- COC(=O)C1=C(C)N(CC2CCCO2)C(=O)C1 (configuration not stated)
→ -12	0.9	1.1	6	-7	14	0.9	1	0.9	-4
- O=C(NC1CC1)C1CCN(C2CCN(C(=O)c3ccc4cccc(F)c4n3)CC2)CC1
→ -5	1	1	0	-2	2	1.1	1	1	-2
- O=c1cc(N2CCc3ccccc32)[nH]c(=O)n1Cc1ccc(F)cc1
→ -13	0.8	1.1	17	-9	30	0.6	0.9	0.7	19
- CC1CCCC(C)N1C(=O)CN1C(=O)C(C)(C)Oc2ccc(C(=O)NC3CCCCC3)cc21 (configuration not stated)
→ -8	1.2	1	-15	0	12	0.9	0.9	0.9	-2
- CN(CC(=O)O/N=C(\N)c1ccc([N+](=O)[O-])cc1)S(=O)(=O)c1ccc2ccccc2c1
→ -13	0.8	1	19	-4	31	0.9	0.8	0.7	-2
- COc1ccc(NS(=O)(=O)c2ccc(NC(=S)NC(=O)c3ccc(F)cc3)cc2)nn1
→ -7	0.9	1	11	2	7	1	0.9	0.9	3
- Cc1cccc(C)c1NC(=S)NCc1ccccc1
→ 1	0.9	1	6	2	nt	nt	nt	nt	6
- Cc1cc(C)n(CC(O)COc2cccc(OCC(O)Cn3nc(C)cc3C)c2)n1 (configuration not stated)
→ -11	1.1	1.1	-15	-6	15	0.9	1	0.9	-9
- Cc1cc(C)n(C(=O)c2c([N+](=O)[O-])cnn2C)n1
→ -7	0.9	1	9	0	7	0.9	1	0.9	-4
- Cc1cccc(-n2c(C)nc3sccc3c2=O)c1
→ 1	1	1.1	2	-5	-6	1.1	1.1	1.1	-3
- NC(=O)c1ccsc1NC(=O)COC(=O)Cc1cccc2ccccc12
→ -8	1	1.1	1	-7	22	0.9	0.8	0.8	-2
- COc1cccc(C(=O)/C=C/c2ccc(OCC#N)c(OC)c2)c1
→ -12	1.4	1	-44	0	12	0.9	0.8	0.9	100*
- CN(CC(O)COCc1ccc2c(c1)OCO2)C1CCCCC1 (configuration not stated)
→ -16	0.9	1	12	2	5	1	1	0.9	-4
- O=C(Nc1ccc(Cl)cc1C(=O)Nc1ccncc1)c1ccco1
→ -4	1	1	3	2	4	1.1	0.9	1	13
- C=CCN(CC=C)C(=O)C1CCC(C(=O)N(CC=C)CC=C)CC1 (configuration not stated)
→ 3	1	1.1	-4	-5	-14	1.1	1	1.1	-8
- CC1(c2ccc3c(c2)OCO3)NC(=O)N(CC(=O)NCCC2=CCCCC2)C1=O (configuration not stated)
→ -14	1	1	-3	-1	11	1.1	1	0.9	-5
- CCOC(=O)N1CCN(c2cc(N(C)CCO)c([N+](=O)[O-])c3nonc23)CC1
→ 14	0.9	0.8	13	23	18	0.4	0.8	0.8	-3
- CC(Nc1ccc2c(c1)OCCO2)C(=O)N1c2ccccc2CC1C (configuration not stated)
→ -2	1	1	4	4	-10	0.9	1.1	1.1	-1
- C=CCn1c(SCC(=O)NCCO)nc2sc(C)c(C)c2c1=O
→ -14	0.9	1	10	-4	5	1	1	0.9	-4
- CC(=O)c1cccc(NC(=O)CO/N=C2/CCCc3nonc32)c1
→ -6	1	1	-2	0	3	1	1	1	-4
- CCOC(=O)N1CCC(N2Cc3cccc(C(=O)Nc4ccc(OC)c(OC)c4)c3C2=O)CC1
→ -11	1	1	2	-3	9	0.9	1	0.9	14
- COC(=O)c1ccc(/C=N/NS(=O)(=O)c2cc(C)ccc2C)cc1
→ 6	1.1	1	-6	2	10	1.2	1.5	0.9	-10
- CCOc1ccc(C2=Nn3c(nnc3-c3ccco3)SC2)cc1
→ -7	1	1.1	1	-6	13	0.9	0.9	0.9	-1
- Cc1ncc([N+](=O)[O-])n1CC(=O)NCc1ccccc1
→ -4	1	1	-1	-2	-8	1.1	1	1.1	31
- COc1ccccc1C(CC(=O)c1ccccc1)CC(=O)c1ccccc1
→ -6	1	1	4	-5	15	1	0.9	0.8	14
- C/C(=N\NC(=O)CC1N=C(Cc2ccccc2)NNC1=O)c1ccccc1 (configuration not stated)
→ -6	1	1	-1	0	-5	0.9	1	1	-4
- CCCn1[nH]cc(SC)c(=O)c1=O
→ -16	0.9	1.1	6	-9	27	0.9	0.9	0.7	-9
- CCOC(=O)C(C)Sc1nnc(NC(=O)c2ccc(C)c([N+](=O)[O-])c2)s1 (configuration not stated)
→ 7	0.9	1	13	0	16	1	1	0.8	-6
- N#CC1(c2ccccc2)CCCN1C(=O)c1ccc(Br)cc1 (configuration not stated)
→ -1	0.7	1	28	0	10	0.9	0.9	0.9	24
- COc1ccc(-c2cn3cc(C)ccc3n2)cc1Br
→ -3	1	1.1	1	-6	5	0.9	1.1	0.9	84*
- CCn1c(SCc2ccccc2)nnc1-c1cccs1
→ -7	1	1	3	-3	4	1	1	1	43
- CN1/C(=C\C=C(C#N)C#N)C(C)(C)c2ccccc21
→ -10	1	1	4	-1	-4	1	1	1	-3
- CCn1c(SCC(=O)NC2CCCc3ccccc32)nnc1-c1ccncc1 (configuration not stated)
→ -4	1	1	0	1	18	1.1	1	0.8	-5

Next section; the last 6 above are carried over.
Values run as follows: TNAP inh noacc	bIAP act	TNAP act hiacc	bIAP inhibitor	TNAP inh hi DEA	Diaph inh CS	PMI act hi M6P	PMI act	Diaph act CS	Lmaj promast
- CCOC(=O)C(C)Sc1nnc(NC(=O)c2ccc(C)c([N+](=O)[O-])c2)s1 (configuration not stated)
→ 7	0.9	1	13	0	16	1	1	0.8	-6
- N#CC1(c2ccccc2)CCCN1C(=O)c1ccc(Br)cc1 (configuration not stated)
→ -1	0.7	1	28	0	10	0.9	0.9	0.9	24
- COc1ccc(-c2cn3cc(C)ccc3n2)cc1Br
→ -3	1	1.1	1	-6	5	0.9	1.1	0.9	84*
- CCn1c(SCc2ccccc2)nnc1-c1cccs1
→ -7	1	1	3	-3	4	1	1	1	43
- CN1/C(=C\C=C(C#N)C#N)C(C)(C)c2ccccc21
→ -10	1	1	4	-1	-4	1	1	1	-3
- CCn1c(SCC(=O)NC2CCCc3ccccc32)nnc1-c1ccncc1 (configuration not stated)
→ -4	1	1	0	1	18	1.1	1	0.8	-5
- CCN(CC)C(=O)CSc1nc2sc3c(c2c(=O)n1-c1ccc(C)cc1)CC(C)(C)SC3
→ -6	1.1	1	-13	-3	14	1	1	0.9	8
- C=CCSc1nnc2c(n1)OC=Nc1ccccc1-2
→ -6	0.9	1	12	-2	2	1.3	1.1	1	-1
- O=c1c2sc3ccccc3c2[nH]c(=S)n1CCN1CCOCC1
→ 2	0.8	1	16	-2	56*	0.9	0.8	0.4	-2
- CCOC(=O)c1c(NC(=O)CN(C)C)sc(C(=O)N(CC)CC)c1C
→ -6	1.1	1	-11	-3	11	1	0.9	0.9	1
- O=C(Cn1c(=O)oc2cc(S(=O)(=O)N3CCCC3)ccc21)NCc1ccc(F)cc1
→ 18	1	1	2	-2	7	1	1.1	0.9	98*
- CC(C)NCC(O)(c1ccc(Cl)cc1)c1ccc(Cl)cc1
→ -4	1.1	1.1	-5	-5	6	1	1	0.9	8
- Cc1cc(C(=O)OCC(=O)Nc2ccc(F)c(F)c2)c(C)o1
→ -11	0.7	1	27	-4	19	0.9	0.9	0.8	-2
- COc1ccc(OC)c(S(=O)(=O)N2Cc3ccccc3CC2C(=O)Nc2nccs2)c1 (configuration not stated)
→ -11	1	1	4	-4	23	0.9	0.8	0.8	-1
- Cc1ccc(SCc2nc(N)nc(Nc3ccccc3C)n2)c(C)c1
→ 3	1	1.1	-4	-5	6	1	1	0.9	60*
- CCCn1c(CNC(=O)Cc2ccccc2)nc2ccccc21
→ -4	0.9	1.1	7	-5	-1	1	1	1	-8
- CCc1ccc(NC(=O)C(C)OC(=O)C2CCC(=O)N2)cc1 (configuration not stated)
→ -6	1.1	1	-7	0	-4	1	1.2	1	-8
- CCOC(=O)CC(NC(=O)c1cc2cc(Br)ccc2oc1=O)c1cccc([N+](=O)[O-])c1 (configuration not stated)
→ 2	0.8	0.9	15	6	16	0.9	0.8	0.8	-4
- CC(C)(C)c1ccc(C(=O)N2CCN(c3nc4ccccc4o3)CC2)cc1
→ -18	0.9	1.1	14	-10	15	0.8	1	0.8	15
- CN(C)c1ccc(NC(N)=S)cc1
→ -8	0.3	1	nt	-2	5	0.8	0.8	0.9	-11
- CC(C)CN1C(=O)c2ccc(C(=O)Nc3c[nH]c(=O)[nH]c3=O)cc2C1=O
→ -5	0.8	1	19	-3	3	0.9	1	1	0
- O=C1CCc2cc(S(=O)(=O)N3CCC(C(=O)NC4CCCc5ccccc54)CC3)ccc2N1 (configuration not stated)
→ -4	1	1	-1	-5	13	0.9	0.9	0.9	-8
- O=C(COC(=O)c1cccc(S(=O)(=O)N2CCOCC2)c1)Nc1ncc(C(F)(F)F)cc1Cl
→ -13	0.9	0.9	7	6	14	1.2	1	0.9	-6
- CCSc1ccc(-c2cccc([N+](=O)[O-])c2)nn1
→ -13	1.1	1	-7	-5	-4	1.4	1.1	1	2
- O=C(OCCN1C(=O)c2ccccc2C1=O)c1cnccn1
→ -14	1	1	-2	-4	25	0.7	0.9	0.7	4
